HKDC1 inh: HKDC1 hexokinase inhibitors, primary screen, biochemical, fluorescence, uHTS | actives 0.16% (n = 340,000) | recombinant HKDC1, G6PDH/diaphorase resazurin coupled fluorescence | inhibition, % at 20 µM | Q2TB90;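 active = inhibition above about 35% when tested at 20 µM, limit read from the data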;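 also: plate controls were DMSO wells with enzyme for no effect and DMSO wells lacking enzyme for full effect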
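Test system: HK5 enzyme. Quantity: 5 µg/mL HK5 final. Reagent: glucose and ATP substrates. Schedule: 90 min reaction incubation at room temperature, dark. Technique: resazurin-to-resorufin fluorescence via G6PDH and diaphorase coupling, 525/613 nm. Control set: DMSO wells with and without enzyme mix.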
SENP1 FRET inh: human SENP1 catalytic domain inhibitors, primary screen, biochemical, FRET, uHTS; Sentrin-specific protease 1 (Homo sapiens), Q9P0U3; actives 0.21% (n = 360,000); recombinant SENP1 catalytic domain, CyPet-SUMO1-YPet FRET cleavage; inhibition, % at 10 µM;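 active = inhibition at least 30% at 10 µM, raw YFP signal under a set limit, fluorescence ratio 0.5 to 1.5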;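 also: 0% = enzyme with DMSO and 100% = no enzyme wells; some results filed as inactive read as strong as hits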
Target sequence (Q9P0U3 419-644 limits assumed): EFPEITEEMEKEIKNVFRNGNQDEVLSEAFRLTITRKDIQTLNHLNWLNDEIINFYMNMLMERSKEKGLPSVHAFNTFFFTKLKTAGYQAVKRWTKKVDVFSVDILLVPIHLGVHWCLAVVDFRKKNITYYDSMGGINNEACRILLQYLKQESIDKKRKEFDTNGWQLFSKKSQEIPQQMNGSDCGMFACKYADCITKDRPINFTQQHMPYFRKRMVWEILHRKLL
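Assay system: hSENP1 catalytic domain, recombinant. Amount: SENP1 enzyme, 20 pM final. Schedule: 50 min reaction, RT, dark. Technique: FRET, CFP and YFP emission. Control set: no-enzyme wells low, DMSO-plus-enzyme wells high control.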
SENP7 block: SENP7 protease inhibitors, primary screen, biochemical, luminescence, uHTS; Sentrin-specific protease 7 (Homo sapiens), Q9BQF6; recombinant SENP7, Z-RLRGG-aminoluciferin luminescence, 40 min; inhibition, % at 5 µM; actives 1.5% (n = 330,000);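 active = inhibition above about 50% at the single test dose, limit read from the data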;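 also: plate controls were DMSO with enzyme for no effect and no enzyme buffer wells for full effect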
Target sequence (Q9BQF6 706-1050 limits assumed): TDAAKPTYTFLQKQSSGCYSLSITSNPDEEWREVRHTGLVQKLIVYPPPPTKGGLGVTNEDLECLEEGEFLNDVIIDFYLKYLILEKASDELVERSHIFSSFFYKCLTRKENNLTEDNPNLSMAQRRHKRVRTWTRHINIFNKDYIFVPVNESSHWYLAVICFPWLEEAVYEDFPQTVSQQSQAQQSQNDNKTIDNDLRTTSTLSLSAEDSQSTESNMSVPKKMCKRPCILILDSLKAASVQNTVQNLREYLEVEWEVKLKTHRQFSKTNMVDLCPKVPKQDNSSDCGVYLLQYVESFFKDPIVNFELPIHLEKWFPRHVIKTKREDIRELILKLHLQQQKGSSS
PfGluPho inh: PfG6PD enzyme inhibitors, primary screen, biochemical, fluorescence intensity, uHTS; glucose-6-phosphate dehydrogenase-6-phosphogluconolactonase (Plasmodium falciparum 3D7); PfGluPho enzyme, NADPH resazurin-diaphorase fluorescence; inhibition, % at 20 µM; actives 0.78% (n = 350,000); AID 504690, 2011;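 active = inhibition reaching at least a set limit at 20 µM in the primary screen, cut at about 59% in these data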;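 also: 0% = DMSO wells with substrate and 100% = DMSO wells lacking glucose-6-phosphate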
SENP8 block-1: SENP8 protease inhibitors, primary screen, biochemical, luminescence; Sentrin-specific protease 8 (Homo sapiens), Q96LD8; purified SENP8, Z-RLRGG-aminoluciferin cleavage; inhibition, % at 10 µM; actives 1.2% (n = 330,000); AID 2540, 2010; in the data active = inhibition above about 50%
Target sequence (Q96LD8 whole entry, looked up): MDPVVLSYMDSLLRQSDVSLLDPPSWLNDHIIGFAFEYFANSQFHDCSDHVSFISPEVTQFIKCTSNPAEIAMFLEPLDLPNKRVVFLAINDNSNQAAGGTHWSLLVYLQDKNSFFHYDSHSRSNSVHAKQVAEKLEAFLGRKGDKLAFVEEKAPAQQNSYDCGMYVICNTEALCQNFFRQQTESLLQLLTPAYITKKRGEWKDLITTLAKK
SENP6 block: SENP6 protease inhibitors, primary screen, biochemical, luminescence, uHTS. Sentrin-specific protease 6 (Homo sapiens), Q9GZR1. Recombinant SENP6 catalytic domain, aminoluciferin luminescence. inhibition, % at 10 µM. actives 1.8% (n = 330,000). AID 2599, 2010;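 active = inhibition above about 50% at the single tested dose, limit read from the data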;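 also: plate controls were DMSO wells with enzyme for no effect and DMSO wells lacking enzyme for full effect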
SENP8 block-2: human SENP8 protease inhibitors, primary screen, biochemical, fluorescence, Nedd8 protein substrate, uHTS | Sentrin-specific protease 8 (Homo sapiens), Q96LD8 | recombinant SENP8 | inhibition, % at 20 µM | actives 0.64% (n = 360,000) | AID 602440, 2012; in the data active = inhibition mostly above about 40%, no sharp cut-off; inactive = mostly below about 27%
Apaf-1 inh: inhibitors of human Apaf-1 apoptosome, primary screen, biochemical, DEVD-Rh110 fluorescence, uHTS. reconstituted apoptosome caspase-3 activity. Apoptotic protease-activating factor 1 (Homo sapiens), O14727. actives 0.71% (n = 330,000). AID 489030, 2010. inhibition, % at 20 µM; active = inhibition of at least 40% at 20 µM;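 also: plate controls were DMSO wells for no effect and DEVD-CHO caspase inhibitor wells for full effect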
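Material: reconstituted apoptosome with Apaf-1, cytochrome c, caspase-9, procaspase-3, dATP. Technique: Rh110 fluorescence intensity. Buffer or medium: pH 7.5 Hepes buffer with CHAPS, BSA, DTT. Times: 30 min plus 50 min, RT.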
* = called active by the depositor.

Under each structure – HKDC1 inh	SENP1 FRET inh	SENP7 block	PfGluPho inh	SENP8 block-1	SENP6 block	SENP8 block-2	Apaf-1 inh
> O=C(CCN1CCOCC1)Nc1cc(C(=O)Nc2ccccc2F)ccc1N1CC2CC(C1)c1cccc(=O)n1C2 (stereo not drawn)
  -2.3	2.5	2.5	22.7	-0.8	-3.7	-21.9	-5.8
> COc1ccc(OC)c(C2=NOC(C(=O)NCC3CCCO3)C2)c1 (stereo not drawn)
  -5.7	3.1	4.3	-8.9	0.6	-1.6	-39.0	-10.8
> COc1cc(NC(=O)COC(=O)CNC(=O)c2ccc(C)s2)cc(OC)c1
  -9.0	2.4	7.0	-16.2	0.5	-8.7	12.2	5.9
> COC(=O)[C@H]1C[C@@H]1[C@H](NC(=O)c1cccnc1)c1ccccc1
  -2.0	0.6	-10.1	-30.2	-1.0	-9.8	11.8	-10.3
> COc1ccccc1NC(=O)Nc1cc(NC(=O)Nc2ccccc2OC)c(C)nc1C
  -7.5	-0.6	-2.4	-4.8	0.0	-1.1	4.8	8.9
> CN(C)c1nc(OCCNC(=O)Nc2ccc(Cl)cc2)nc(N(C)C)n1
  -8.0	3.5	-5.1	2.8	-7.9	-17.0	5.1	-3.6
> CCn1c(SCC(N)=O)nc2ccccc2c1=O
  -4.8	2.5	7.3	7.3	-1.4	-18.7	11.8	-0.4
> CC1(C)CC(=O)c2c(nc(SCC(=O)Nc3nsc(-c4ccccc4)n3)c(C#N)c2-c2ccccc2)C1
  -5.7	-0.2	-3.8	-6.2	-3.8	-14.3	16.3	12.0
> CCCCCC(=O)NNC1CC(=O)N(c2cccc(OCC)c2)C1=O (stereo not drawn)
  -3.7	0.9	7.8	-4.4	2.2	-24.7	-2.9	3.8
> CC(=O)Nc1cccc(C(=O)/C=C/c2ccc(N(C)C)cc2)c1
  2.7	-28.5	7.4	34.4	-9.6	-23.3	-305.5	1.6
> CC(C)(C)c1cccc(Oc2nn[nH]n2)c1
  3.5	4.4	11.0	-46.7	5.3	2.8	6.5	-9.8
> Cc1ccc(S(=O)(=O)NCCC(=O)Nc2cccc(Cl)c2)cc1
  -1.1	0.8	-8.3	8.8	-19.7	-4.0	14.2	2.5
> O=c1cc(CN2CCN(S(=O)(=O)c3ccc4c(c3)OCCO4)CC2)c2ccc(O)cc2o1
  2.6	-26.0	0.8	-6.7	-4.7	-2.6	-330.0	-2.5
> CC(=O)Nc1ccc(C(=O)N/N=C/C2CC3C=CC2C3)cc1 (stereo not drawn)
  -9.1	-0.7	-0.7	-7.8	-3.5	-10.9	9.8	-7.8
> CN1CCN(c2ccc(C(=O)c3ccc(F)cc3)cc2)CC1
  -8.7	-2.3	-7.7	-12.9	-13.8	-5.4	-56.8	1.6
> CCOC(=O)c1ccc(N2C(=O)CC(N(Cc3ccc4c(c3)OCO4)C(=O)Nc3ccccc3)C2=O)cc1 (stereo not drawn)
  -6.0	1.0	6.3	4.2	8.4	-7.1	8.8	-2.6
> Cc1cc(C(=O)COC(=O)C2=NNC(=O)CC2)c(C)n1-c1cccc(C(F)(F)F)c1
  -11.0	1.8	-5.2	3.3	0.2	-11.6	-7.7	17.8
> O=C(COC(=O)c1ccc(Cl)cc1[N+](=O)[O-])NC(=O)c1ccccc1
  5.3	4.7	7.3	6.9	-2.0	9.6	16.3	18.4
> CCc1ccc(C(=O)Nc2ccc(C)c(NS(C)(=O)=O)c2)cc1
  -1.3	0.4	0.0	1.0	-13.9	-22.5	8.9	-2.4
> CN(C)S(=O)(=O)c1ccc(NC(=O)C2CC3C=CC2C3)cc1 (stereo not drawn)
  -9.9	2.1	-3.2	-5.5	-3.9	-10.0	23.1	-0.3
> N/C(Cc1cccc2ccccc12)=N\OC(=O)c1cccs1
  -5.3	-1.8	5.7	6.9	1.4	11.0	22.5	6.1
> C[C@H]1CN=C(N(C)C)N1CCCC1CCCC1
  -4.9	-1.8	5.0	-4.4	-2.9	5.1	7.6	1.7
> CC[C@@H](C)[C@H](NC(=O)C1CCN(C(=O)[C@@H](NS(=O)(=O)c2ccc(C)cc2)C(C)C)CC1)C(=O)O
  -8.0	0.3	0.8	-9.2	2.8	-25.2	20.4	-8.4
> CN(Cc1ccc2ccccc2c1)C(=O)c1ccc(C(F)(F)F)cc1
  0.1	0.5	-0.3	6.5	-22.5	-1.5	12.4	16.1
> COc1ccccc1NC(=O)CCN1C(=O)/C(=C\c2cc(OC)c(OC)c(OC)c2)SC1=S
  -2.8	13.5	3.8	-3.5	-0.3	-2.1	26.9	15.1
> COc1cccc(NC(=O)CN(C)C(=O)CCCc2nc3ccccc3s2)c1
  0.9	3.2	-3.6	1.4	-4.2	-9.2	5.0	4.1
> O=C(NCC1OCCc2ccccc21)c1ccc(NC(=O)c2cccc(Br)c2)cc1 (stereo not drawn)
  -4.5	-0.3	8.8	2.5	-8.9	-11.0	9.7	9.1
> CCCn1c(=O)c2ccccc2n2c(=S)[nH]nc12
  -5.1	3.3	-4.9	19.0	2.6	-2.1	10.8	12.4
> COc1ccc(CNC(=O)C2CCN(C(=O)Cc3ccccc3)CC2)cc1
  -5.1	1.0	8.7	-1.5	7.8	-13.9	-1.7	2.7
> CCOC(=O)C1C(=O)NCC2CCCC21 (stereo not drawn)
  -5.6	2.5	-12.6	-7.0	-6.3	-5.4	-6.0	6.9
> CC1CCC(NC(=O)COC(=O)c2n[nH]c(=O)c3ccccc23)CC1 (stereo not drawn)
  -3.5	-0.1	-2.2	-18.8	4.5	-7.5	21.4	6.4
> O=C(Nc1ccccc1Cl)c1cc2ccccc2o/c1=N\O
  -0.5	-0.3	81.1*	43.3	14.5	55.7*	13.5	-3.8
> O=[N+]([O-])c1ccc(O)c(P(=O)(c2ccccc2)c2ccccc2)c1
  0.1	1.8	2.4	-21.6	9.1	5.3	31.2	8.7
> COc1cc(NC(=S)NCc2cccs2)cc(OC)c1
  -0.4	2.0	-2.4	5.7	-1.6	-17.2	7.5	4.2
> O=C1c2ccccc2C(=O)N1Cc1ccccc1F
  0.1	-2.1	-1.6	3.5	-1.3	10.3	19.2	2.0
> O=C(Cn1cc2c(n1)CCCCC2)N1CCCCC1
  -4.1	0.2	-2.3	6.9	0.7	-0.1	-2.4	2.0
> COc1ccc(C2/C=C\CN(CC(C)(C)C)CC(=O)N2Cc2ccc(F)cc2)cc1 (stereo not drawn)
  1.0	-9.6	-5.6	-1.2	-1.1	-12.5	-29.3	11.2
> O=C(CCN1C(=O)c2ccccc2C1=O)Nc1ccc(-c2nc3ccccc3s2)cc1
  -4.3	1.6	-11.5	-3.5	-1.2	-9.4	-435.5	-8.2
> NC(=O)c1cccc(NC(=O)Nc2ccc(Cl)cc2)c1
  5.5	0.6	-3.4	-14.6	-10.0	1.1	12.5	10.1
> O=C(CCC1CCCN(c2ncccn2)C1)N1CCN(c2ccccn2)CC1 (stereo not drawn)
  5.4	1.3	3.0	-6.8	0.9	4.5	-71.3	-20.6
> COc1cccc(CCNC(=O)c2ccc(C#N)cc2)c1
  -12.3	-0.4	7.4	10.8	2.2	4.6	2.0	-14.1
> CCN(CC)S(=O)(=O)c1cccc(NC(=O)CN2C(=O)c3ccc([N+](=O)[O-])cc3C2=O)c1
  2.6	2.0	4.6	-6.5	0.9	4.5	29.2	10.9
> O=c1c(C(c2ccc(Cl)cc2)c2c(O)nc3n(c2=O)CCCS3)c(O)nc2n1CCCS2
  2.0	0.3	-9.3	-17.7	-15.3	-14.9	13.8	3.8
> Cn1cc([N+](=O)[O-])c(C(=O)NCc2cc3ccccc3[nH]2)n1
  -4.5	-0.7	-5.7	1.1	-12.1	-22.2	-0.9	6.6
> O=C(COC(=O)Cn1cnc2ccccc2c1=O)NCCC1=CCCCC1
  -5.2	0.8	7.0	-11.2	6.0	14.8	-32.8	8.8
> C=CCc1cc(/C=C/c2nc(O)c([N+](=O)[O-])c(=O)[nH]2)cc(OC)c1O
  10.7	-28.4	-5.0	30.1	-3.0	-8.7	15.3	10.0
> OCCC#Cc1ccc(CN2CCN(Cc3ccccc3)C(CCO)C2)cc1 (stereo not drawn)
  -6.7	-3.4	4.7	10.4	0.1	6.5	9.6	-7.7
> CCN=C1SC(CC(=O)NCCc2ccc(OC)c(OC)c2)C(=O)N1CC (stereo not drawn)
  -3.4	1.1	-4.1	-10.9	6.2	-0.5	12.7	-6.0
> COCCN(Cc1nnc(-c2cccs2)o1)C(=O)CN1C(=O)NC2(CCCCC2)C1=O
  -7.9	2.3	12.5	-13.8	5.1	-2.3	6.4	0.4
> O=C1CN=CN=CN1c1ccc(Cl)cc1Cl
  -2.4	0.4	0.4	-14.1	0.5	-14.1	15.7	-4.0
> NC(=O)NC(=O)CN1C(=O)NC(c2ccccc2)(c2ccccc2)C1=O
  5.7	1.8	-1.4	-22.8	0.0	-34.3	7.5	5.4
> COc1ccc(CN2C(=NC(=O)CCC3CCCC3)SC3CS(=O)(=O)CC32)cc1 (stereo not drawn)
  -5.7	0.9	9.8	3.0	-2.5	-15.4	11.2	10.7
> C[C@H](CO)N1C[C@H](C)[C@@H](CN(C)Cc2ccc(-c3ccccc3)cc2)Oc2c(NC(=O)Cc3ccccc3)cccc2C1=O
  1.1	2.2	-10.3	9.0	-14.7	-9.3	11.1	43.4*
> CCCCCOC(=O)C(C)c1c(C)[nH]c(=S)[nH]c1=O (stereo not drawn)
  -0.5	0.3	2.5	3.3	7.9	1.2	14.2	7.0
> O=c1oc2ccccc2c(Nc2cc3ccccc3cc2O)c1[N+](=O)[O-]
  10.7	4.5	-4.6	-0.1	12.2	36.4	-226.5	24.7

A draw from above in order of formula weight, low to high:
Under each structure – HKDC1 inh	SENP1 FRET inh	SENP7 block	PfGluPho inh	SENP8 block-1	SENP6 block	SENP8 block-2	Apaf-1 inh
> O=C1c2ccccc2C(=O)N1Cc1ccccc1F
  0.1	-2.1	-1.6	3.5	-1.3	10.3	19.2	2.0
> NC(=O)c1cccc(NC(=O)Nc2ccc(Cl)cc2)c1
  5.5	0.6	-3.4	-14.6	-10.0	1.1	12.5	10.1
> CC1CCC(NC(=O)COC(=O)c2n[nH]c(=O)c3ccccc23)CC1 (stereo not drawn)
  -3.5	-0.1	-2.2	-18.8	4.5	-7.5	21.4	6.4
> C=CCc1cc(/C=C/c2nc(O)c([N+](=O)[O-])c(=O)[nH]2)cc(OC)c1O
  10.7	-28.4	-5.0	30.1	-3.0	-8.7	15.3	10.0
> OCCC#Cc1ccc(CN2CCN(Cc3ccccc3)C(CCO)C2)cc1 (stereo not drawn)
  -6.7	-3.4	4.7	10.4	0.1	6.5	9.6	-7.7
> O=C(CCC1CCCN(c2ncccn2)C1)N1CCN(c2ccccn2)CC1 (stereo not drawn)
  5.4	1.3	3.0	-6.8	0.9	4.5	-71.3	-20.6

From PubChem BioAssay
